EWS-Fli block = EWS/Fli transcriptional activity inhibition. A673 NR0B1-luciferase reporter, viability-normalised. inhibition, % at 12.6 µM. 350,000 tested, 0.67% active. AID 651661;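 active = mean inhibition of at least 50% after viability correction, with every replicate also passing that limit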;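 also: firefly luciferase signal divided by Alamar Blue viability fluorescence both relative to DMSO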
PAX8 inh HTS = lowers PAX8-driven luciferase in RMG-I cells. RMG-I TPO-luciferase reporter, SteadyGlo, 24 h. inhibition, % at 12.6 µM. 360,000 tested, 1.2% active;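 active = mean replicate inhibition at least 60% with every replicate also reaching 60%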;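 also: luciferase light reporting Pax8 driven TPO promoter activity; plate controls were median of neutral control wells for no effect and mitoxantrone controls for full effect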
PglD inh = PglD (C. jejuni) enzyme inhibition; purified PglD enzyme, DTNB colorimetric CoA detection; inhibition, % at 12.5 µM; 360,000 tested, 0.098% active; in the data active = inhibition above about 16%, passing the limit was not always enough; also: strong numbers were not always called active
ERAP1 HTS inh = ERAP1 (human) enzyme inhibition; recombinant ERAP1, Leu-AMC fluorescence, 60 min; inhibition, % at 10.7 µM; 340,000 tested, 0.15% active;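 active = mean replicate inhibition of at least 30%, or all replicates individually reaching that 30% level; inactive = mean below 30% and not every replicate reaching it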;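 also: 0% = neutral control wells and 100% = L-leucinethiol positive control wells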
Target sequence (Q9NZ08 whole entry, looked up): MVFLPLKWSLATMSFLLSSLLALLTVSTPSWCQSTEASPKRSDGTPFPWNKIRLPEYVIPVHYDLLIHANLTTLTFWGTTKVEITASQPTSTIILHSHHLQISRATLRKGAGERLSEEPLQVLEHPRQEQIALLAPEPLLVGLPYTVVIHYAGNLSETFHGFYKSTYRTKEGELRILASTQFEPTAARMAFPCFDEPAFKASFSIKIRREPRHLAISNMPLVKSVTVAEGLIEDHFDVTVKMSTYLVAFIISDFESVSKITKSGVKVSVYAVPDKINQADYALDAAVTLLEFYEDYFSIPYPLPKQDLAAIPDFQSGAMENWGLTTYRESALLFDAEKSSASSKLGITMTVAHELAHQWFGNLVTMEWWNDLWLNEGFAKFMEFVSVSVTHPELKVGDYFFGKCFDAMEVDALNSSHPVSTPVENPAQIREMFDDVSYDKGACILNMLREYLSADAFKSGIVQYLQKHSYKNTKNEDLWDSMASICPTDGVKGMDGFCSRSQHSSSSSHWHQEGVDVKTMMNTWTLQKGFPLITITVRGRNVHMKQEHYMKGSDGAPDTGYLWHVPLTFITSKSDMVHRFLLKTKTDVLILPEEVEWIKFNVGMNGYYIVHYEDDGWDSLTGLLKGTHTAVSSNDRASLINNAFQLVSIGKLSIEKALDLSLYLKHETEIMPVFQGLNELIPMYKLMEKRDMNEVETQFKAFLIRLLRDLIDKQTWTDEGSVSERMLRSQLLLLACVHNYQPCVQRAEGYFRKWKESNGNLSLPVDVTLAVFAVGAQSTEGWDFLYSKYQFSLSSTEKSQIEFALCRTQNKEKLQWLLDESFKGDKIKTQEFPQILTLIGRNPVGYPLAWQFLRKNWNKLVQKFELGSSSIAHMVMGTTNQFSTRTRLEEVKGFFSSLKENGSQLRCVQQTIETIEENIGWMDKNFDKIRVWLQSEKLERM
LGR2 inh = inhibitors of bursicon-induced Drosophila LGR2 receptor cAMP signaling | HEK293 LGR2, CRE-luciferase, bursicon-stimulated, 4 h | inhibition, % at 9.99 µM | 380,000 tested, 0.35% active;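 active = drop in luminescence signal, shown as inhibition above about 50% in the replicate tests, limit read from the data, passing the limit was not always enough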;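 also: agonist challenge used bursicon conditioned medium at about half maximal strength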
PGC1a acetyl inh = PGC1a acetylation modulation, inhibitor mode; inhibition, % at 15.6 µM; 350,000 tested, 0.17% active; U2OS PGC1a acetylation, AlphaScreen anti-acetyl-lysine; with virally co-expressed GCN5 acetyltransferase;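 active = every replicate shows inhibition of at least 40%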;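 also: 0% = neutral control wells and 100% = positive control wells; some results beyond the cut were filed as inactive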
S100A4 inh HTS = blocks human S100A4 binding to myosin IIA peptide | P26447 | S100A4/TAMRA-MyoIIA peptide fluorescence polarization | inhibition, % at 10.7 µM | 360,000 tested, 0.14% active | AID 652163;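 active = mean inhibition of at least 70% across replicates, with every replicate also reaching that level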
Target sequence (P26447 whole entry, looked up): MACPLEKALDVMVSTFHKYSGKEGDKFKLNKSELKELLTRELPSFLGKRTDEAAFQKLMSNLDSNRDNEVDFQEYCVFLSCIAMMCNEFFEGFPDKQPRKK
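incubation = readout 5 min after mixing, signal stable up to 60 min | system = S100A4 monomer protein | buffer or medium = HEPES pH 7.2 with CaCl2, KCl, NaCl, DTT, Triton | benchmarks = neutral control DMSO, positive control TFP | also added = fluorescent myosin IIA peptide, 5 nM | compound dosing = one concentration per compound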
FN deposition inh = fibronectin deposition inhibition; AH1F fibroblasts, Alexa488-fibronectin deposition fluorescence, overnight; inhibition, % at 12.6 µM; 350,000 tested, 0.086% active;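 active = mean inhibition across replicates of 30% or more, regardless of how many single replicates reach that level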;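 also: positive control wells lacked labelled fibronectin entirely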
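Assay system: AH1F fibroblast monolayer, labelled fibronectin deposition. Amount: 10000 cells per well. Also added: labelled fibronectin 24 nM. Compound: single-point pinned compound. Incubation: cell attachment 1 h, compound and FN exposure overnight. Detection: fluorescence after three HBSS washes, excitation 485 nm, emission 525 nm. Read-out: inhibition of fibronectin deposition signal.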
The depositor's hits bear a star; & = joins results of further samples.

Results for COC(=O)[C@@H]1C[C@H]2CC[C@H](O)C[C@H]2N1Cc1ccc(C(C)(C)C)cc1 ?
EWS-Fli block: -12; PAX8 inh HTS: 3; PglD inh: 1; ERAP1 HTS inh: -6; LGR2 inh: -21; S100A4 inh HTS: -9; FN deposition inh: -2

How did O=S(=O)(c1ccc(SCc2ccccc2F)nc1)N1CCCC1 do in these assays?
EWS-Fli block: -17; PAX8 inh HTS: -27; PglD inh: 3; ERAP1 HTS inh: -5; LGR2 inh: -29; PGC1a acetyl inh: 5; S100A4 inh HTS: -8; FN deposition inh: -3

What do the screens show for `COc1ccccc1NS(=O)(=O)c1cccc(C(=O)N2CCN(C/C=C/c3ccccc3)CC2)c1`?
EWS-Fli block: 11; PglD inh: -4; ERAP1 HTS inh: 1; LGR2 inh: 18; PGC1a acetyl inh: 5; S100A4 inh HTS: -2; FN deposition inh: -2

Results for CCOc1ccc(CCNC(=O)COC(=O)c2cc([N+](=O)[O-])ccc2N2CCOCC2)cc1OCC ?
EWS-Fli block: 7; PAX8 inh HTS: 11; PglD inh: -6; ERAP1 HTS inh: 5; LGR2 inh: -8; S100A4 inh HTS: -9; FN deposition inh: -6

How did CCOC(=O)CSc1ccc(S(=O)(=O)N2CCC(C)CC2)cc1[N+](=O)[O-] do in these assays?
EWS-Fli block: -1; PAX8 inh HTS: 36; PglD inh: 8; ERAP1 HTS inh: 0; LGR2 inh: 3; PGC1a acetyl inh: 2; S100A4 inh HTS: 4; FN deposition inh: -5

What do the screens show for `C[C@H](NC(=O)C[C@H]1CC[C@H](NS(=O)(=O)c2cccc(F)c2)[C@@H](CO)O1)c1ccccc1`?
PglD inh: 3; ERAP1 HTS inh: 1; LGR2 inh: 3; PGC1a acetyl inh: -6; S100A4 inh HTS: 1; FN deposition inh: 3

How did O=C(CC(Nc1ccc(F)cc1)C(=O)OCC(=O)c1cccs1)c1ccccc1 (centres undefined) do in these assays?
EWS-Fli block: -65; PAX8 inh HTS: -103; PglD inh: -7; ERAP1 HTS inh: 4; LGR2 inh: -28; PGC1a acetyl inh: 2; S100A4 inh HTS: -8; FN deposition inh: 5

What do the screens show for `O=C(c1cnccn1)N1CC(=O)N2[C@H](CO)[C@@H](c3ccc(-c4cccc(F)c4)cc3)[C@H]2C1`?
EWS-Fli block: -6; PAX8 inh HTS: 23; ERAP1 HTS inh: 2; LGR2 inh: -9; PGC1a acetyl inh: -4; S100A4 inh HTS: 4; FN deposition inh: -16

What do the screens show for `Cc1noc(C)c1S(=O)(=O)Nc1ccc2c(c1)C(=O)N([C@H](C)CO)C[C@H](C)[C@H](CN(C)C(=O)Nc1ccccc1)O2`?
EWS-Fli block: 4; PglD inh: 0; ERAP1 HTS inh: -6; LGR2 inh: 24; PGC1a acetyl inh: -1; S100A4 inh HTS: 0

Results for CC(C)C1C(=O)N(Cc2cn(CCC3OCCO3)nn2)CCS(=O)(=O)N1Cc1ccc(-c2cccc(N(C)C)c2)cc1 (centres undefined) ?
EWS-Fli block: -6; PAX8 inh HTS: -14; PglD inh: -6; ERAP1 HTS inh: 5; LGR2 inh: 0; PGC1a acetyl inh: 1; S100A4 inh HTS: 1; FN deposition inh: -16

What do the screens show for `CC(C)(C)c1cc2nc3c(c(=O)n2[nH]1)CN(Cc1ccccc1)C3=O`?
EWS-Fli block: 14; PAX8 inh HTS: 10; PglD inh: 0; ERAP1 HTS inh: -4; LGR2 inh: 4; PGC1a acetyl inh: -2; S100A4 inh HTS: -3; FN deposition inh: -8

Results for CN(C)CCCNC(=O)[C@H]1[C@H](CO)[C@H]2Cn3c(ccc(C4=CCCCC4)c3=O)[C@@H]1N2Cc1cocn1 ?
EWS-Fli block: -2; PglD inh: -2; ERAP1 HTS inh: 2; LGR2 inh: 5; S100A4 inh HTS: -1

What do the screens show for `COc1ccc2cc([C@H](C)C(=O)O)ccc2c1`?
EWS-Fli block: -2; PAX8 inh HTS: 4; PglD inh: 2; ERAP1 HTS inh: -3; PGC1a acetyl inh: 2; S100A4 inh HTS: -14&-5; FN deposition inh: -10&5

How did O=C(Nc1ccc2c(c1)OCO2)C1Cc2c(-c3cccnc3)ccnc2O1 (centres undefined) do in these assays?
EWS-Fli block: -2; PAX8 inh HTS: -11; PglD inh: -2; ERAP1 HTS inh: 5; PGC1a acetyl inh: 3; S100A4 inh HTS: 2; FN deposition inh: -9

Results for C[C@H](CO)N1C[C@H](C)[C@H](CN(C)S(C)(=O)=O)Oc2ccc(NS(=O)(=O)c3ccc(F)cc3)cc2CC1=O ?
EWS-Fli block: 0; PAX8 inh HTS: -4; PglD inh: 0; ERAP1 HTS inh: 3; LGR2 inh: 2; PGC1a acetyl inh: 7; S100A4 inh HTS: -30; FN deposition inh: -5

How did Cc1oc2ccc(OS(C)(=O)=O)cc2c1C(=O)OC(C)C do in these assays?
EWS-Fli block: 9; PAX8 inh HTS: -7; ERAP1 HTS inh: 0; LGR2 inh: -8; PGC1a acetyl inh: 4; S100A4 inh HTS: -5; FN deposition inh: 9

How did CCc1nc2nc(C)c(NS(=O)(=O)c3ccc(Br)s3)c(=O)n2[nH]1 do in these assays?
EWS-Fli block: 8; PAX8 inh HTS: 11; PglD inh: -2; ERAP1 HTS inh: 3; LGR2 inh: -5; PGC1a acetyl inh: 0; S100A4 inh HTS: 8; FN deposition inh: 0

What do the screens show for `COc1ccc(S(=O)(=O)N2CCN(c3ccc(F)cc3)CC2)cc1C(=O)N1CCOCC1`?
EWS-Fli block: -1; PAX8 inh HTS: 6; PglD inh: 4; ERAP1 HTS inh: -1; LGR2 inh: 1; S100A4 inh HTS: -3; FN deposition inh: 11

How did CCCCn1c(NC(=S)Nc2ccccc2)nc2ccccc21 do in these assays?
PglD inh: 2; LGR2 inh: 2; PGC1a acetyl inh: 8; FN deposition inh: 5

How did C[C@H](CO)N1C[C@H](C)[C@H](CN(C)S(=O)(=O)c2cccs2)Oc2ccc(NC(=O)CCC(F)(F)F)cc2CC1=O do in these assays?
EWS-Fli block: 3; PglD inh: 5; ERAP1 HTS inh: 0; LGR2 inh: -16; PGC1a acetyl inh: 7; S100A4 inh HTS: -6

Reprinted from the part before: 2 entries, then new ones.
How did CCCCn1c(NC(=S)Nc2ccccc2)nc2ccccc21 do in these assays?
PglD inh: 2; LGR2 inh: 2; PGC1a acetyl inh: 8; FN deposition inh: 5

How did C[C@H](CO)N1C[C@H](C)[C@H](CN(C)S(=O)(=O)c2cccs2)Oc2ccc(NC(=O)CCC(F)(F)F)cc2CC1=O do in these assays?
EWS-Fli block: 3; PglD inh: 5; ERAP1 HTS inh: 0; LGR2 inh: -16; PGC1a acetyl inh: 7; S100A4 inh HTS: -6

What do the screens show for `Cc1ccc(C(=O)NCCNC(=O)c2ccc(C)o2)o1`?
EWS-Fli block: -3; PAX8 inh HTS: -4; PglD inh: -6; ERAP1 HTS inh: 3; LGR2 inh: -11; PGC1a acetyl inh: -4; S100A4 inh HTS: 3; FN deposition inh: 8

What do the screens show for `N#Cc1ccc(N2Cc3ccccc3C2=NC(=O)c2cccnc2Cl)cc1`?
EWS-Fli block: -21; PAX8 inh HTS: -49; PglD inh: -10; ERAP1 HTS inh: -1; PGC1a acetyl inh: 7; S100A4 inh HTS: 22; FN deposition inh: -5

How did CC(C)NC(=O)Nc1ccc2c(c1)C(=O)N([C@H](C)CO)C[C@@H](C)[C@@H](CN(C)Cc1ccc(Cl)c(Cl)c1)O2 do in these assays?
EWS-Fli block: -2; PAX8 inh HTS: 6; PglD inh: -5; ERAP1 HTS inh: 3; LGR2 inh: 13; PGC1a acetyl inh: 5; S100A4 inh HTS: 9; FN deposition inh: 0

How did Cc1ccccc1C(=O)NNC(=O)CSc1nc(-c2ccccc2)cc(=O)[nH]1 do in these assays?
EWS-Fli block: -2; PAX8 inh HTS: 6; ERAP1 HTS inh: 6; LGR2 inh: 6; PGC1a acetyl inh: -13; S100A4 inh HTS: 6; FN deposition inh: 2

Results for CCOc1ccc(NC(=O)Cn2cc(C(C)=O)c3ccccc32)cc1 ?
EWS-Fli block: 10; PAX8 inh HTS: 26; PglD inh: 8; ERAP1 HTS inh: -1; LGR2 inh: 2; PGC1a acetyl inh: 3; S100A4 inh HTS: 7; FN deposition inh: -3

Results for COC(C(=O)NCc1ccc(C)cc1)c1ccccc1 (centres undefined) ?
EWS-Fli block: 11; PAX8 inh HTS: 13; ERAP1 HTS inh: 1; LGR2 inh: -1; PGC1a acetyl inh: 1; S100A4 inh HTS: 3; FN deposition inh: 2

How did CC(=O)OCC(=O)[C@H]1CC[C@H]2[C@@H]3CC=C4C[C@@H](O)CC[C@]4(C)[C@H]3CC[C@]12C do in these assays?
EWS-Fli block: -2; PAX8 inh HTS: -5; PglD inh: 5; ERAP1 HTS inh: 0; LGR2 inh: 7; PGC1a acetyl inh: -4; S100A4 inh HTS: -8; FN deposition inh: -2

What do the screens show for `Cc1ccc(S(=O)(=O)N2CCN(S(C)(=O)=O)C2)cc1`?
EWS-Fli block: 4; ERAP1 HTS inh: 2; LGR2 inh: 9; S100A4 inh HTS: -3

Results for CNC(=O)c1cc(C(=O)c2c(Cl)cccc2Cl)c[nH]1 ?
EWS-Fli block: 3; PAX8 inh HTS: 12; ERAP1 HTS inh: -2; LGR2 inh: 5; PGC1a acetyl inh: 5; S100A4 inh HTS: 5; FN deposition inh: 4

Results for O=C(COC(=O)c1ccc2[nH]c3c(c2c1)CCCC3)NC1CCS(=O)(=O)C1 (centres undefined) ?
EWS-Fli block: -12; PAX8 inh HTS: 0; ERAP1 HTS inh: -2; LGR2 inh: -7; S100A4 inh HTS: -3

What do the screens show for `O=C(Nc1cccc(Cl)c1)N[C@@H]1CC[C@H](CCNC(=O)C2CCOCC2)O[C@@H]1CO`?
EWS-Fli block: 3; PAX8 inh HTS: 6; PglD inh: 0; ERAP1 HTS inh: -3; LGR2 inh: 6; PGC1a acetyl inh: 1; S100A4 inh HTS: 57

What do the screens show for `CC(C)(C)OC(=O)N1CCc2onc(-c3ccc(Cl)cc3)c2C1=O`?
EWS-Fli block: -36; PAX8 inh HTS: -55; PglD inh: 9; LGR2 inh: 0; PGC1a acetyl inh: 0; S100A4 inh HTS: 3; FN deposition inh: 2

Results for COc1cc(/C(C)=N/N2CCN(c3ccccc3OC)CC2)ccc1O ?
EWS-Fli block: -19; PAX8 inh HTS: -1; PglD inh: -7; ERAP1 HTS inh: 0; LGR2 inh: -19; PGC1a acetyl inh: -6; S100A4 inh HTS: -1; FN deposition inh: -4

How did C[C@@H]1CN([C@@H](C)CO)C(=O)c2cc(N(C)C)ccc2O[C@H]1CN(C)Cc1ccc(-c2ccccc2)cc1 do in these assays?
EWS-Fli block: 0; PAX8 inh HTS: -8; PglD inh: 11; ERAP1 HTS inh: -3; LGR2 inh: 1; PGC1a acetyl inh: -13; S100A4 inh HTS: -4

What do the screens show for `O=C(Nc1ccc(F)cc1)N1C[C@H]2[C@@H](c3ccccc31)[C@H](CO)N2C(=O)Cc1ccncc1`?
EWS-Fli block: -11; PAX8 inh HTS: 2; PglD inh: 1; ERAP1 HTS inh: 3; LGR2 inh: 1; PGC1a acetyl inh: 1; S100A4 inh HTS: -4

How did CCCC#Cc1cnc2c(c1)C(=O)N([C@H](C)CO)C[C@H](C)[C@H](CN(C)C(=O)c1cccnc1)O2 do in these assays?
EWS-Fli block: 10; PglD inh: 6; ERAP1 HTS inh: -2; LGR2 inh: -10; PGC1a acetyl inh: 5; S100A4 inh HTS: -19; FN deposition inh: -16

Results for O=C(c1cccc(F)c1)N1CC[C@@H]2[C@@H](CO)Nc3ccc(-c4cccc(F)c4)cc3[C@@H]21 ?
EWS-Fli block: -4; PAX8 inh HTS: -1; PglD inh: 0; LGR2 inh: 3; PGC1a acetyl inh: -3; FN deposition inh: -21

Screening data deposited in PubChem BioAssay by Broad Institute.
